HepG2 tox: HepG2 cytotoxicity, counter-screen for TGF-b inhibitors | AID 588856 | Potency, µM (titrated, usually from 46.1 µM), without a hit: top-dose activity change, negative = cytotoxicity, hits mostly cytotoxic | HepG2 CAGA-GFP viability, ATP luminescence, 18 h | actives 0.76% (n = 410,000); further: some results filed as inactive show a strong effect at the top dose
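HepG2 CAGA-GFP cells (1000/well, DMEM with 1% FBS) received compound, then TGF-beta at 500 pg/mL final, and were incubated 18 hours at 37 degrees C. Viability was read by CellTiter-Glo luminescence. Media-only wells were set as complete cell-killing and DMSO as no toxicity.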
ATXN2 expr inh: reduces ATXN2 reporter expression in HEK-293 cells; HEK-293 ATXN2-luciferase reporter, luminescence, 24 h; Potency, µM (highest dose often 57 µM), without a hit: at the top dose activity change, negative = inhibition, most hits filed as inhibitors; actives 0.72% (n = 360,000); further: on the % scale 0 is the no-effect control and ±100 the full control effect; nearly all actives have a fitted effect of over 55% in size
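qHTS (up to 57 uM final) was run with 24 h compound exposure of reporter cells at 37 °C. Each well was multiplexed: SteadyGlo luminescence measured ATXN2-luciferase expression after a fluorogenic Gly-Phe-AFC viability readout (25 uM final).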
Nrf2 inh: Nrf2 pathway inhibition; A549 ARE-Fluc reporter, luciferase luminescence, 18-24 h; Potency, µM (doses to about 46 µM), inactives show at the highest dose activity change, negative = inhibition, actives largely listed as inhibitors; actives 2.1% (n = 360,000); AID 504444; further: on the % scale 0 is the no-effect control and ±100 the full control effect; nearly all actives have a fitted effect of over 60% in size
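A549 ARE_Fluc cells, 5000/well, 5% FBS OPTI-MEM; compounds in dose-response, 18-24 h at 37 °C/5% CO2; CellTiter-Fluor viability read (Ex 405/Em 525), then BugLite luciferase luminescence = Nrf2 activity.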
ATXN viability: reduces viability in counter-screen for ATXN expression inhibitors | actives 0.49% (n = 400,000) | AID 651635 | S2 cells (HEK-293 line with an ATXN2-luciferase reporter) viability, CellTiter-Fluor protease fluorescence, 24 h | Potency, µM (series often up to 56.7 µM), actives largely listed as cytotoxic; further: nearly all actives have a fitted effect of over 40% in size
EPAC2 antagonist: antagonists of human EPAC2 | EPAC2 GEF exchange of Rap1B-BODIPY-GDP, fluorescence | AID 720708 | actives 0.18% (n = 360,000) | Potency, µM (doses to about 114 µM), for the others: top-dose activity, negative = inhibition, usual class: inhibitors; further: on the % scale 0 is the no-effect control and ±100 the full control effect; nearly all actives have a fitted effect of over 45% in size; many of its hits are not listed in these tables
Target sequence (Q8WZA2 whole entry, looked up): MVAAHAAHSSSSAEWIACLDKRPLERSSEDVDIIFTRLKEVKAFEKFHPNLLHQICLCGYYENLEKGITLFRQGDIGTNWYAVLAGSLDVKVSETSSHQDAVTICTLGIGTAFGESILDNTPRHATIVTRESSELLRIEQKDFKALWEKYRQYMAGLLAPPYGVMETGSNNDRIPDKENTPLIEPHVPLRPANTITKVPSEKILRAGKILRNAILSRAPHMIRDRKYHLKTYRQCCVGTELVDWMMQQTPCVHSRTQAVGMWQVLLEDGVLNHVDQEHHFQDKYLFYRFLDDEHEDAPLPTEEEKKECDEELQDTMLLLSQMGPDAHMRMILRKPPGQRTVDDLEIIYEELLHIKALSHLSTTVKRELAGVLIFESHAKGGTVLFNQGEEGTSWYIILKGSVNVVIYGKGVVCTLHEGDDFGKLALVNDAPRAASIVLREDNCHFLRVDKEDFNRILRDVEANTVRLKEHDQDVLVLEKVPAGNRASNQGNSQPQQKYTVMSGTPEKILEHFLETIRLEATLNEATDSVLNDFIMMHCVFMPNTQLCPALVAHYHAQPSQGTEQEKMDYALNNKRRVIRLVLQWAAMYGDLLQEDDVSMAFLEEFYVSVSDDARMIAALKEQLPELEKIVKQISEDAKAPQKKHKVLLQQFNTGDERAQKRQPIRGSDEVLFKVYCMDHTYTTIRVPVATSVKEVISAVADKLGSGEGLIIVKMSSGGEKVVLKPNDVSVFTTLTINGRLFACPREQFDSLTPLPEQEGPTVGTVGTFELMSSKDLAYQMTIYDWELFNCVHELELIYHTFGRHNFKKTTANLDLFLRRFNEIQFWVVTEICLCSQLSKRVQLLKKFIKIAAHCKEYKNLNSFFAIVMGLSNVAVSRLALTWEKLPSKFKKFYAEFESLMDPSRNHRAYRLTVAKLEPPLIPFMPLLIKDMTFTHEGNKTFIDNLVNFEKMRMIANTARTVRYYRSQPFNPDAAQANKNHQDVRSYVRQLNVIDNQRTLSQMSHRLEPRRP
A549 viability: kills or reduces viability of A549 cells in Nrf2 counter-screen. A549 ARE-Fluc cells, CellTiter-Fluor viability, 18-24 h. Potency, µM (series often up to 46 µM), without a hit: top-dose activity change, negative = cytotoxicity, usual class: inhibitors. actives 0.16% (n = 390,000). AID 504648; further: on the % scale 0 is the no-effect control and ±100 the full control effect
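Cytotoxicity counterscreen: CellTiter-Fluor fluorescence was measured in A549 ARE_Fluc cells after 18-24 h of compound exposure in a concentration series. The subsequent BugLite luminescent read reports ARE-luciferase activity.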
Nrf2 activator: Nrf2 pathway activation; AREc32 ARE-luciferase reporter (MCF7-derived line), luminescence, 24 h; Potency, µM (highest dose often 46.1 µM), inactives show top-dose activation, hits mostly activators; AID 624171; actives 0.31% (n = 410,000); further: % of control where 0% means no effect; nearly all actives have a fitted effect of over 65% in size
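Steps: seed AREc32_Fluc cells (1000/well, 5% FBS OPTI-MEM); incubate overnight at 37 deg C; add 23 nL compound; incubate 24 hr; add Steady-Glo; hold 30 min RT; read luminescence.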
TGFb SMAD3 inh: inhibitors of TGF-b signaling; HepG2 CAGA-GFP TGF-b/SMAD3 reporter, GFP fluorescence, 18 h; TGF-beta stimulated, 500 pg/mL final; Potency, µM (top dose mostly 46.1 µM), for inactives: at the highest dose activity, negative = inhibition, usual class: inhibitors; actives 1.2% (n = 410,000); further: on the % scale 0 is the no-effect control and ±100 the full control effect; nearly all actives have a fitted effect of over 65% in size
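Using HEPG2 CAGA-GFP reporter cells at 1000 cells/well, we pinned test compounds, stimulated with recombinant TGF-beta (500 pg/mL final) and measured total well GFP after 18 h.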
MCF10A rereplic: DNA re-replication induction in MCF 10a cells | AID 624296 | actives 2.9% (n = 350,000) | Potency, µM (titrated, usually from 46.1 µM), without a hit: at the highest dose activity, positive = re-replication, hits mostly activators | MCF 10A DNA re-replication, Hoechst nuclear intensity, 48 h; further: % of control where 0% means no effect; nearly all actives have a fitted effect of over 50% in size
An asterisk follows results filed as active; i = inactive; u = inconclusive; x = no result given; [ ] = remark or other dose. The call rests on the fitted dose curve; in most records, active means well fitted curve in the direction sought with a large enough effect; inconclusive means small, poorly fitted or top-dose-only effect, or another doubt; inactive means no such curve, though single readings can be large; an effect the other way counts as inactive or inconclusive. Potency means the concentration at half of the fitted maximal effect. Not all compounds are listed. The share of hits here may be higher or lower than overall.

SMILES	HepG2 tox	ATXN2 expr inh	Nrf2 inh	ATXN viability	EPAC2 antagonist	A549 viability	Nrf2 activator	TGFb SMAD3 inh	MCF10A rereplic
Cc1nn(C)c(C(=O)N/N=C/c2cccc(Oc3ccccc3)c2)c1Br	0%	-7%	-7%	i	-5%	-8%	-0.3%	25%	6%
Cc1cc(N2CCOCC2)nc2ccc(NC(=O)CCC(=O)N3CCN(c4ccc(F)cc4)CC3)cc12	2%	-15%	-3%	i	-10%	0%	5.7%	-14%	u
Cc1csc(SCC(=O)Nc2cc(S(=O)(=O)N3CCCC3)ccc2Cl)n1	2%	-12%	12%	i	2%	3%	0.4%	0%	-4%
CC1CCN(S(=O)(=O)N2CCC(C(=O)O)CC2)CC1	-12%	-3%	-4%	i	-2%	2%	-0.6%	-10%	-5%
CCOc1ccc(C(CC(=O)O)NC(=O)c2sc3ccccc3c2Cl)cc1 (configuration not stated)	-4%	-9%	-26%	i	-12%	-1%	-0.2%	8%	-8%
O=C(C=Cc1ccccc1)c1c[nH]c2ccccc2c1=O	-17%	u	2%	u	-1%	4%	u	u	6.5µM*
O=C(Nc1ccc(F)cc1F)c1c(C(F)(F)F)ccnc1Oc1cccc(C(F)(F)F)c1	-13%	-20%	-12%	i	-5%	-12%	0.5%	u	u
C=Cn1cc[n+](CC(=O)c2ccc(OC)cc2)c1	-38%	2%	u	i	2%	-12%	-0.8%	2%	10%
Cc1ccc(Cn2cccc2C2=NC(C)(C)CO2)cc1	3%	8%	14%	i	x	12%	-0.3%	-2%	x
COc1cccc(C(=O)C2CCCN(C/C=C/c3ccccc3OC)C2)c1 (configuration not stated)	-31%	-5%	-2%	i	-9%	-2%	0.8%	7%	u
COc1ccc(CCC(=O)Nc2ccc(C)c(S(=O)(=O)N(C)C)c2)cc1OC	-15%	-22%	13µM*	i	3%	-2%	0.0%	-1%	19%
CCN1CCN(C(c2cccs2)C(C)NC(=S)Nc2cc(C)ccc2C)CC1 (configuration not stated)	-37%	-12%	-12%	i	-1%	-20%	6.7%	0%	9%
O=C(COC(=O)c1nn(-c2ccccc2)c(=O)c2ccccc12)NC1CCS(=O)(=O)C1 (configuration not stated)	-34%	-33%[11.3 µM]	-5%	i	-2%	0%	0.0%	-18%	-11%
COc1ccc(OCC(=O)Nc2cc3oc4ccccc4c3cc2OC)cc1	1%	-37%	0%	u	8%	1%	0.8%	2%	19%
NC(=O)C1=C[C@@H](c2coc3ccccc3c2=O)C[C@@H](OCc2ccc(CO)cc2)O1	1%	11%	4%	i	20%	1%	0.4%	5%	0%

11 successive compounds already listed, quoted:
SMILES	HepG2 tox	ATXN2 expr inh	Nrf2 inh	ATXN viability	EPAC2 antagonist	A549 viability	Nrf2 activator	TGFb SMAD3 inh	MCF10A rereplic
Cc1cc(N2CCOCC2)nc2ccc(NC(=O)CCC(=O)N3CCN(c4ccc(F)cc4)CC3)cc12	2%	-15%	-3%	i	-10%	0%	5.7%	-14%	u
Cc1csc(SCC(=O)Nc2cc(S(=O)(=O)N3CCCC3)ccc2Cl)n1	2%	-12%	12%	i	2%	3%	0.4%	0%	-4%
CC1CCN(S(=O)(=O)N2CCC(C(=O)O)CC2)CC1	-12%	-3%	-4%	i	-2%	2%	-0.6%	-10%	-5%
CCOc1ccc(C(CC(=O)O)NC(=O)c2sc3ccccc3c2Cl)cc1 (configuration not stated)	-4%	-9%	-26%	i	-12%	-1%	-0.2%	8%	-8%
O=C(C=Cc1ccccc1)c1c[nH]c2ccccc2c1=O	-17%	u	2%	u	-1%	4%	u	u	6.5µM*
O=C(Nc1ccc(F)cc1F)c1c(C(F)(F)F)ccnc1Oc1cccc(C(F)(F)F)c1	-13%	-20%	-12%	i	-5%	-12%	0.5%	u	u
C=Cn1cc[n+](CC(=O)c2ccc(OC)cc2)c1	-38%	2%	u	i	2%	-12%	-0.8%	2%	10%
Cc1ccc(Cn2cccc2C2=NC(C)(C)CO2)cc1	3%	8%	14%	i	x	12%	-0.3%	-2%	x
COc1cccc(C(=O)C2CCCN(C/C=C/c3ccccc3OC)C2)c1 (configuration not stated)	-31%	-5%	-2%	i	-9%	-2%	0.8%	7%	u
COc1ccc(CCC(=O)Nc2ccc(C)c(S(=O)(=O)N(C)C)c2)cc1OC	-15%	-22%	13µM*	i	3%	-2%	0.0%	-1%	19%
CCN1CCN(C(c2cccs2)C(C)NC(=S)Nc2cc(C)ccc2C)CC1 (configuration not stated)	-37%	-12%	-12%	i	-1%	-20%	6.7%	0%	9%

More compounds
SMILES	HepG2 tox	ATXN2 expr inh	Nrf2 inh	ATXN viability	EPAC2 antagonist	A549 viability	Nrf2 activator	TGFb SMAD3 inh	MCF10A rereplic
CCc1ccc(CN(Cc2cn[nH]c2-c2ccc(OC)cc2)C(=O)Nc2cc(Cl)ccc2OC)cc1	-1%	x	-12%	x	x	4%	0.0%	u	x
O=C(CCN1C(=O)S/C(=C\c2cccs2)C1=O)Nc1nccs1	-11%	x	u	u	-2%	0%	-0.7%	-16%	-5%
CCNc1nc(SC(C)C(=O)OC)nc(N2CCOCC2)n1 (configuration not stated)	-2%	5%	1%	i	7%	15%	-0.7%	0%	8%
O=C(Nc1cc2c(cc1C(=O)c1ccccc1Br)OCCO2)c1cccc(Cl)c1	10%	-17%	-20%	i	x	2%	-0.7%	0%	x
CSc1nc(C)c2c(n1)N(c1ccc(O)cc1)CC2	-1%	-4%	23%	i	-7%	19%	-0.4%	-5%	5%
COc1ccc(CC(C)N2CCN(c3ccccc3OC)CC2)cc1OC (configuration not stated)	-35%	-18%	x	i	16%	1%	0.0%	-2%	6%
O=C(COC(=O)Cc1c(F)cccc1Cl)NCCC1=CCCCC1	6%	9%	10%	u	9%	-4%	-0.1%	-13%	-4%
CCOc1ccc(NC(=O)c2ccccc2OCC(=O)c2ccccc2)cc1	-16%	21%	u	i	1%	-14%	-0.3%	-11%	1%
COc1cc(NC(=O)COC(=O)[C@@H]2CCCN2S(=O)(=O)c2ccc(Cl)cc2)cc(OC)c1OC	10%	2%	x	i	-19%	0%	0.0%	8%	1%
CCOc1ccccc1CNC(=O)c1cccn1-c1nnc(N2CCCCC2)s1	-35%	x	u	x	x	-3%	3.7%	u	x
COc1cc2c(cc1OC)CN(c1ccc(C(F)(F)F)cn1)CC2	-13%	9%	u	i	-20%	-12%	3.9%	-3%	16µM*
COc1ccccc1CNC(=O)c1ccc(NC(=O)N2CC(C)Sc3ccccc32)cc1 (configuration not stated)	-23%	1%	u	i	x	-2%	-1.0%	2%	x
CCOC(=O)COc1ccc(C2NC(C(=O)O)CS2)cc1 (configuration not stated)	-1%	3%	13%	i	-2%	0%	-0.5%	17%	0%
Cc1c(C(=O)N(Cc2cccs2)C2CCS(=O)(=O)C2)oc2ccccc12 (configuration not stated)	-5%	3%	u	u	0%	-8%	-0.5%	14%	11%
COc1cc(N)cc(NC(=O)c2ccncc2)c1	2%	2%	7%	i	12%	-7%	-0.6%	5%	2%
O=C(Oc1cc(-c2ccccc2)no1)c1ccc(F)cc1	4%	-1%	x	i	8%	0%	-0.8%	25%	-1%
CCCSCCCNC(=O)c1cc2c(s1)CS(=O)(=O)C2	5%	-12%	14%	i	19%	7%	0.2%	7%	-13%
O=C(Nc1ccccc1)c1ccc(NCCN2CCOCC2)c(S(=O)(=O)N2CCOCC2)c1	-33%	1%	-1%	i	-5%	-4%	0.4%	5%	0%
CC(C)c1ccc(NC(=O)C2=NNC(=O)CC2)cc1	7%	50%[activator]	u	i	4%	1%	-0.4%	-5%	-4%
COc1cc(-c2nc(S(=O)(=O)c3ccc(Br)cc3)c(N3CCOCC3)o2)cc(OC)c1OC	-28%	x	x	x	x	-12%	-0.9%	-32%	x
Cc1cc(C)c(S(=O)(=O)Nc2ccc(-c3ccc(N4CCCCCC4)nn3)cc2)c(C)c1	10%	29%	x	u	x	-7%	0.4%	u	x
NC(=O)c1sc2nc(-c3cccs3)ccc2c1N	-6%	48%[activator]	15%	i	0%	-11%	u	-21%	u
COc1ccccc1N(CC(=O)NCC1CCCO1)C(=O)CCC(=O)Nc1nccs1 (configuration not stated)	7%	-2%	-9%	i	6%	-17%	-0.1%	23%	1%
O=C(CN1C(=O)NC2NC(=O)NC21)NC1CCCCC1 (configuration not stated)	-1%	-4%	7%	i	13%	-2%	-0.6%	2%	1%
Cn1c(=O)c2c(nc(NCC3CCCO3)n2Cc2ccccc2)n(C)c1=O (configuration not stated)	3%	-1%	-1%	i	-1%	-10%	-0.7%	-4%	1%
O=C(c1cc2cc(C(F)(F)F)ccc2s1)N1CCOCC1	13%	-18%	8%	i	0%	-1%	-0.2%	0%	5%
Cc1cccc(Nc2nc(N)nc(-c3oc4ccccc4c3C)n2)c1	-26%	65%[activator]	u	u	-4%	-2%	3.3%	-28%	16µM*
COc1ccc(C2C(C(=O)O)c3ccccc3C(=O)N2Cc2ccco2)cc1 (configuration not stated)	-3%	-1%	-29%	i	3%	-8%	0.0%	8%	u
O=C(Nc1nc(=O)c2ccccc2s1)c1ccc(F)cc1	-32%	50%[activator]	u	i	12%	-3%	u	u	u
COc1ccc(CNC(=O)C(C)OC(=O)Cn2cnc3c2c(=O)n(C)c(=O)n3C)cc1 (configuration not stated)	-5%	4%	17%	i	15%	-3%	0.1%	-24%	1%
OC1=C(O)c2nc3cc(F)ccc3nc21	26%	-16%	-2%	i	5%	9%	2.4%	16%	9%
O=C(NCCc1c[nH]c2ccccc12)C1CCCN(S(=O)(=O)c2ccccc2)C1 (configuration not stated)	-7%	-2%	-15%	i	2%	2%	-0.6%[9.22 µM]	3%	-11%
Nc1ccc(-c2nc3c(Cl)cc(N)cc3[nH]2)cc1	-9%	10µM*	u	i	16%	-14%	-1.1%	-12%	u
O=C(/C=C/c1ccc2c(c1)OCO2)Nc1cc(S(=O)(=O)N2CCOCC2)ccc1N1CCOCC1	-25%	1%	-16%	i	-5%	-1%	-0.6%	-6%	-2%
Cc1ccccc1Cn1c(=O)n(CCC(=O)NCc2ccco2)c(=O)c2sccc21	-19%	x	-4%	x	x	-3%	4.5%	-26%	x
